# Screens from PubChem BioAssay.
# G6PDH CS – L. mesenteroides G6PDH inhibitors, counter-screen for G6PDH-coupled screening assays, biochemical, Leuconostoc mesenteroides enzyme. glucose-6-phosphate dehydrogenase [Leuconostoc mesenteroides]. Purified L. mesenteroides G6PDH, diaphorase/resazurin coupled fluorescence, 45 min. inhibition, % at 5 µM. 0.12% of 200,000 active. AID 1020, 2008; in the data active = inhibition above about 50%
# PPARg SRC1 recr – PPARgamma agonists recruiting SRC-1 coactivator, primary screen, biochemical. PPARgamma-SRC-1 coactivator recruitment biochemical assay. Peroxisome proliferator-activated receptor gamma (Homo sapiens), P37231. activation, % at 8 µM. AID 631, 2007. 0.41% of 200,000 active; in the data active = activation above about 19%;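 also: 0% = DMSO and 100% = reference agonist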
# Diaph inh CS – diaphorase inhibitors and chemical oxidizers, primary screen, counter-screen for diaphorase-coupled primary assays, biochemical, uHTS, resorufin fluorescence; diaphorase resazurin-to-resorufin fluorescence, NADH, 16 min; bacterial (C. kluyveri) enzyme, not human; 0.69% of 190,000 active; inhibition, % at 20 µM;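 active = primary screen inhibition at 20 µM above a set limit, cut at about 50% in these data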;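 also: plate controls were DMSO with full reaction for no effect and wells lacking NADH for full effect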
#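 Test system: Clostridium kluyveri diaphorase enzyme / Quantity: diaphorase at 0.14 U/mL in enzyme working solution / Incubation: 16-min room-temperature incubation before reading / Benchmarks: NADH-free wells as positive control, DMSO-only neutral wells / Signal: resorufin fluorescence 544/590 nm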
# S1P3 antagonist – S1P3 receptor antagonists, primary screen, cell-based. inhibition, % at 4.98 µM. CHO S1P3 NFAT-BLA reporter, FRET fluorescence, antagonist mode. 0.27% of 170,000 active. Sphingosine 1-phosphate receptor 3 (Homo sapiens), Q99500;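 active = inhibition above the plate cutoff, the mean inhibition of test wells on that plate plus 3 SD, cut at about 28% in these data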;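 also: cells challenged with S1P at its EC80 of 0.8 µM; blue over green emission ratio from cleaved BLA substrate after 4 h stimulation; 0% = S1P-stimulated wells and 100% = unstimulated DMSO-only wells; some compounds past the cut are filed as inactive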
# TR-FRET SRC-2 ct – TR-FRET signal artefacts, primary screen, artefact control for PPARgamma SRC-2 agonist project, biochemical | TR-FRET artefact counter-screen; active compounds read high | TR-FRET ratio at 8 µM | 0.4% of 200,000 active; in the data active = TR-FRET ratio above about 2000; also: inactives centre near 1500
# PMI activator – activators of human PMI, primary screen, biochemical, fluorescence intensity, near-Km mannose 6-phosphate | purified human PMI, coupled resazurin fluorescence, 20 min; active compounds read high; 1 = vehicle control, 0 substrate-free wells | AID 1214, 2008 | activation factor at 20 µM | 0.005% of 190,000 active;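 active = activation factor of 2 or more at 20 µM, relative to plate controls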
# Target sequence (P34949 whole entry, looked up): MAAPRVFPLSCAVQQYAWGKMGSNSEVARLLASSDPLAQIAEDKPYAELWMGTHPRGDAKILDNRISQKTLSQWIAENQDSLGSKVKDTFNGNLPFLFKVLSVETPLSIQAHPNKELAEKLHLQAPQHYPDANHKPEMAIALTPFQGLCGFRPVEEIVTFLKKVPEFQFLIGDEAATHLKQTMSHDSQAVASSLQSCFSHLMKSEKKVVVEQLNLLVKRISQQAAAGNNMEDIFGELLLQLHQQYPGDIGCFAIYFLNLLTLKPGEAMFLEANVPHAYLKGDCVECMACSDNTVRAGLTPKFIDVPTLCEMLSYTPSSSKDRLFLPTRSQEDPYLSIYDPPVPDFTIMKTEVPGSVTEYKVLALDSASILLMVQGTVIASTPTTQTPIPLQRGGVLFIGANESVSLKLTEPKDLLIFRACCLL
# PMI act satM6P – human PMI activators, high substrate, primary screen, biochemical, fluorescence intensity, near-saturating mannose 6-phosphate | activation factor at 20 µM | Mannose-6-phosphate isomerase (Homo sapiens), P34949 | AID 1216, 2008 | 0.34% of 190,000 active | coupled PMI enzyme assay, resazurin fluorescence, 20 min; active compounds read high; 1 = untreated enzyme, 0 = substrate-free blank;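 active = activation factor of 2 or more at 20 µM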
#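 Test system: human phosphomannose isomerase with PGI, G6PDH, diaphorase coupling enzymes / Doses: 20 µM compound, 1% DMSO / Times: enzyme reaction with compound 20 min at room temperature / Measured by: Diaphorase-driven resazurin-to-resorufin fluorescence, excitation 544, emission 590 nm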
# ROMK primary – ROMK potassium channel modulators, primary screen, cell-based, thallium flux, MLSMR library | ATP-sensitive inward rectifier potassium channel 1 (Homo sapiens), P48048 | Tet-inducible ROMK, thallium flux fluorescence; actives lie on both sides | B-score at 10 µM | 2% of 130,000 active;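 active = signal ratio slope over the read window, or its plate-corrected B-score, at least 3 SD from the plate mean, either direction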;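 also: B-score of the F/F0 ratio slope over 7 to 12 s after thallium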
# Target sequence (P48048 whole entry, looked up): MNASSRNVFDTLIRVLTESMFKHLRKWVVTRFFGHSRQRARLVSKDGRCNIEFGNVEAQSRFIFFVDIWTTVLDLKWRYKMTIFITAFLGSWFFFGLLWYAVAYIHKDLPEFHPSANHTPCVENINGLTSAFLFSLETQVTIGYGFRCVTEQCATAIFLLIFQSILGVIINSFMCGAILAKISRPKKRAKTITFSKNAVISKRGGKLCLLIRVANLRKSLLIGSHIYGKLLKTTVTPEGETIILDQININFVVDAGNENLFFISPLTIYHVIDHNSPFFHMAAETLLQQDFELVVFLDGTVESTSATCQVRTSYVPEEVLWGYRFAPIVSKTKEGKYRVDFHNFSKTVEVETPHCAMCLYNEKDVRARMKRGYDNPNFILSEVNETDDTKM
# PPARg SRC2 recr – agonists of PPARg-SRC-2 recruitment, primary screen, biochemical, HTS. Peroxisome proliferator-activated receptor gamma (Homo sapiens), P37231. activation, % at 8 µM. PPARgamma LBD-SRC-2 recruitment. 0.34% of 200,000 active. AID 1032, 2008; in the data active = activation above about 22%;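 also: 0% = vehicle and 100% = reference agonist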
# Diaph act CS – compounds boosting diaphorase resazurin reduction – biochemical, uHTS, resorufin fluorescence, counter-screen for diaphorase-coupled primary assays, primary screen; Diaphorase/resazurin coupled assay, 16 min; active compounds read high; 1 = vehicle wells, 0 = NADH-free wells; activation factor at 20 µM; 0.005% of 190,000 active; AID 1229, 2008;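 active = diaphorase activity raised at least twofold by the compound at 20 µM; inactive = activation factor below 2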
#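 Material: Clostridium kluyveri diaphorase, purified enzyme; Quantity: enzyme 0.07 U/mL final; Medium: HEPES pH 7.4 buffer with MgCl2 and Tween 20; Dosing: single compound dose of 20 µM, 1% DMSO final; Schedule: 16 min reaction at room temperature; Measured by: red resorufin fluorescence at 544/590 nm excitation/emission.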
# PPARg SRC-3 ag – PPARgamma agonists recruiting SRC-3 coactivator, primary screen, biochemical; Peroxisome proliferator-activated receptor gamma (Homo sapiens), P37231; biochemical PPARgamma/SRC-3 coactivator recruitment assay; activation, % at 8 µM; 0.26% of 200,000 active; AID 731, 2007; in the data active = activation above about 23%;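 also: 0% = DMSO and 100% = reference agonist; some compounds past the cut are filed as inactive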
# * marks the source's active call; other numbers are inactive results; . = no result given.
SMILES,G6PDH CS,PPARg SRC1 recr,Diaph inh CS,S1P3 antagonist,TR-FRET SRC-2 ct,PMI activator,PMI act satM6P,ROMK primary,PPARg SRC2 recr,Diaph act CS,PPARg SRC-3 ag
COc1ccc(-c2[nH]ncc2CN(C)C(C)c2ccncn2)c(F)c1 (stereo not given),14,10,10,0,1679,0.9,1,0.38,5,0.9,4
Cc1cccc(-n2ncc3c(NCc4ccco4)ncnc32)c1,-1,3,12,.,1567,1.2,1.1,0.89,-2,0.9,-1
COCCCNC(=O)Cn1nnc(-c2ccccc2NC(=O)c2ccc(F)cc2)n1,-3,12,5,.,1725,1,1,0.0019,7,1,-4
Fc1ccc(NC(=S)NCCN2CCOCC2)cc1,16,0,.,-19,1541,.,.,1.7,-3,.,-2
O=C(N/N=C/c1ccccc1OCC(=O)N1CCCC1)C(=O)Nc1ccccc1F,-5,3,11,5,1406,0.9,1.1,.,-1,0.9,-2
COc1ccc(OC)c(/C=N/N=C2\SCC(=O)N2Cc2ccco2)c1,6,9,13,-1,1778,0.8,0.9,0.005,-3,0.9,3
NC(=O)c1cc2ccccc2o/c1=N/NC(=O)c1cccs1,2,-7,69*,-5,1521,0.9,1,-0.039,3,0.3,0
O=C(COc1ccc(F)cc1Br)N1CCN(S(=O)(=O)/C=C/c2ccccc2)CC1,3,-2,26,14,1549,0.8,0.9,-1.9,4,0.7,3
COC(=O)c1ccc(COn2nnc3ccccc32)cc1,13,-4,-18,2,1425,1.2,1.1,-0.83,-1,1.2,-3
CC(C)NC(=O)C(=O)NCCN1CCN(C(=O)c2ccc(C(C)(C)C)cc2)CC1,-2,10,0,-12,1617,1.1,1,0.37,-3,1,-1
CCn1c(COc2cccc(C)c2)nc2ccccc21,17,2,15,.,1484,0.9,0.9,.,1,0.9,-4
Cc1cccc(OCc2n[nH]c(=S)n2-c2ccccc2)c1,6,5,18,-5,1600,0.9,0.9,0.82,8,0.8,7
CC(C)C1=NOC(C(=O)N2CCC(N3CCC(C(=O)N4CCOCC4)CC3)CC2)C1 (stereo not given),9,-3,8,3,1496,1,1,0.44,-7,0.9,1
O=C(Cc1ccccc1)NCCn1ccc2ccccc21,-14,-2,18,-22,1371,0.9,0.9,.,-13,0.8,-1
COc1ccccc1Nc1ccc(Nc2ccccc2OC)nn1,2,6,21,21,1536,0.8,0.8,-0.24,-4,0.8,5
O=C(Nc1cc2c(cc1Br)OCCO2)c1ccco1,3,-4,-10,.,1393,1.1,1.1,0.64,1,1.1,2
CCOC(=O)N1CCN(C2CC(=O)N(c3ccc(Cl)c(Cl)c3)C2=O)CC1 (stereo not given),2,-2,21,.,1288,0.9,0.8,.,6,0.8,-6
COc1ccccc1N(Cc1cc2cccc(C)c2[nH]c1=O)C(=O)C(C)C,7,-7,13,.,1445,1.1,1,0.01,-2,0.9,-2
COC(=O)c1ccc(NC(=O)C(=O)N2CCN(C(=S)Nc3ccc(OC)cc3)CC2)cc1,-19,-5,16,2,1492,0.9,1,0.26,-4,0.8,1
CC(C)c1ccc(N(CC(=O)NCCSC(C)(C)C)S(C)(=O)=O)cc1,4,3,-2,.,1535,1.1,1.1,-1.7,7,1,5
CCCNC(=O)N1CCN(c2nc(C(C)C)c3c(c2C#N)CC(C)(C)OC3)CC1,-2,1,10,-29,1807,1,0.9,.,3,0.9,4
CCOC(=O)COc1c(Cl)cc(C2NC(=S)NC(c3ccccc3)=C2C(C)=O)cc1OCC (stereo not given),27,12,7,-27,1489,0.6,0.9,.,10,0.9,-4
COc1cc(OC)cc(C(=O)N[C@H](C(=O)OCC(=O)NC(C)c2ccccc2)C(C)C)c1 (stereo not given in full),14,-2,-3,-10,1469,1,1.1,-0.26,-3,1,-2
COc1cccc(-c2nc(CS(=O)CC(=O)O)c(C)o2)c1 (stereo not given),3,-3,19,-5,1554,0.9,0.9,.,10,0.8,11
CCOC(=O)c1nnc2ccnn2c1N,20,-3,4,26,1551,0.9,1,.,-5,1,-15
O=C(O)C1CC=CCC1C(=O)Nc1cccc(Cl)c1 (stereo not given),21,1,6,-11,1690,1,1,.,13,0.9,-3
O=C(NCCc1ccccc1)c1ccc(NCC2CCCO2)c([N+](=O)[O-])c1 (stereo not given),5,14,-4,15,1411,1,1,0.35,0,1,11
N#Cc1c(NC(=O)CSc2ncn[nH]2)sc2c1CCCCC2,-12,-1,14,2,1473,0.9,0.9,.,3,0.9,1
CCOC(=O)c1sc(NC(=O)OC)c(C(=O)OC)c1C,-10,4,-19,3,1420,1.1,1,-0.00022,1,1.2,-1
C/C(=N\NC(=O)c1ccc(C)cc1)C1C(=O)c2ccccc2C1=O,1,7,13,.,1273,1.2,1.2,-0.93,0,0.9,4
COc1cc(CC(=O)OCC(=O)Nc2cc(S(=O)(=O)N3CCCC3)ccc2Cl)cc(OC)c1OC,2,3,17,.,1604,0.9,0.9,-0.13,8,0.8,10
N#CCCn1cc(/C=C2\NC(=S)N(c3ccccc3)C2=O)c(-c2ccc(-c3ccccc3)cc2)n1,7,0,29,3,1449,1,1,0.13,10,0.7,6
COc1cc(C)ccc1OCCON1C(=O)CCC1=O,14,-7,1,-25,1501,0.9,1,-0.16,5,1,1
O=C(/C=C/c1c(Cl)cccc1Cl)NCc1ccccc1,-1,-4,19,3,1631,0.9,0.9,0.23,3,0.8,-1
COc1ccc(-n2c(NC(=O)c3ccco3)c(C#N)c3nc4ccccc4nc32)cc1,42,1,70*,10,1654,0.4,0.3,.,9,0.3,11
CCOC(=O)N1CCN(c2ccccc2O)CC1,5,13,18,.,1528,0.8,0.9,0.7,0,0.8,-3
CN1CCN(c2ccc(NC(=O)c3ccc(Cl)cc3)cn2)CC1,1,1,2,-4,1761,0.9,0.9,1.5,1,1,2
Cc1[nH]nc(S(=O)CC(=O)O)c1[N+](=O)[O-] (stereo not given),8,-4,3,-12,1575,1.1,1.1,.,4,1,-1
COc1ccc(NC(=O)ON=C2c3ccccc3-c3ccccc32)cc1,17,0,-2,.,1663,0.9,0.5,0.35,1,1,4
COC(=O)c1c(NC(=O)Cc2ccccc2)sc2c1C(C(=O)OC)CC2 (stereo not given),0,7,4,1,1519,1,0.9,0.62,11,1,4

# Record cards (already shown). Values in the order: G6PDH CS, PPARg SRC1 recr, Diaph inh CS, S1P3 antagonist, TR-FRET SRC-2 ct, PMI activator, PMI act satM6P, ROMK primary, PPARg SRC2 recr, Diaph act CS, PPARg SRC-3 ag
# Record of `COc1ccc(OC)c(/C=N/N=C2\SCC(=O)N2Cc2ccco2)c1` = 6, 9, 13, -1, 1778, 0.8, 0.9, 0.005, -3, 0.9, 3
# Record of `Cc1cccc(-n2ncc3c(NCc4ccco4)ncnc32)c1` = -1, 3, 12, ., 1567, 1.2, 1.1, 0.89, -2, 0.9, -1
# Record of `COC(=O)c1ccc(COn2nnc3ccccc32)cc1` = 13, -4, -18, 2, 1425, 1.2, 1.1, -0.83, -1, 1.2, -3

# Going on with the list:
SMILES,G6PDH CS,PPARg SRC1 recr,Diaph inh CS,S1P3 antagonist,TR-FRET SRC-2 ct,PMI activator,PMI act satM6P,ROMK primary,PPARg SRC2 recr,Diaph act CS,PPARg SRC-3 ag
CCCSC1=C(C#N)C(c2ccccc2C)C(C(=O)OC)C(=O)N1 (stereo not given),-4,-3,20,-19,1621,1,1,.,-2,0.8,2
O=C(O)c1cccc2[nH]c(C(F)(F)F)nc12,7,-2,11,13,1452,1.1,1,.,0,0.9,-3
C=CC#CC1(O)CC(C)N(C)CC1C (stereo not given),2,10,9,-16,1597,0.9,0.9,0.15,8,0.9,0
Cn1c(SCC(=O)N/N=C/c2cccs2)nc2ccccc21,-27,6,10,.,1403,0.9,0.9,.,1,0.9,10
N#CCc1ccc(NS(=O)(=O)c2ccc(N3CCCC3=O)cc2)cc1,-3,-1,-12,-35,1504,1,1,.,0,1.1,3
Cc1cc(C)c2nc(NC(=O)c3ccc4c(c3)OCO4)sc2c1,1,3,2,.,1544,1.1,1,.,8,1,-5
CCC(C)NC(=O)CCc1nc2ccccc2n1-c1ccccc1 (stereo not given),-16,6,10,-9,1593,0.8,1,.,12,0.9,0
Cc1ccc(-c2nc(N)sc2-c2ccc(C)cc2)cc1,1,1,22,3,1605,0.9,0.9,-0.3,8,0.8,3
Cc1nc2ccccc2n1CC(=O)NC(C)C1CC2CCC1C2 (stereo not given),6,4,-1,-11,1838,1,1,-0.47,8,1,0
CC(C)(C)NC(=O)NC(=O)COC(=O)Cc1c(F)cccc1Cl,2,8,-16,-10,1553,1.2,1.1,-0.067,1,1.2,2
CC(C)C(NC(=O)C12CC3CC(CC(C3)C1)C2)C(=O)NC1=NCCS1 (stereo not given),2,-5,9,36,1600,1,1,.,5,0.9,11
COc1ccc(NCc2nnc(SCC(=O)c3ccc(OC)cc3)o2)cc1,-4,2,15,.,1819,0.9,0.9,-1.1,11,0.9,-3
N=c1c2c(-c3ccccc3)c(-c3ccccc3)n(Cc3ccco3)c2ncn1CCO,7,-3,-5,.,1647,1,1.1,-2.5,8,1,0
COc1ccc(NC(=O)COc2cccnc2[N+](=O)[O-])cc1OC,-2,1,10,-22,1642,1,0.9,0.37,-1,0.9,0
CCC(CC)c1nnc(NC(=O)c2nc3nc(C)cc(C)n3n2)s1,5,4,8,.,1404,1,1,.,2,0.9,-2
CN(C)c1cccc(C(=O)NCc2ccc(Cl)cc2)c1,6,1,21,7,1500,0.9,0.7,-0.83,3,0.8,5
COc1ccc(CN2c3cc(S(=O)(=O)N4CCOCC4)ccc3N3CCCC32)cc1 (stereo not given),3,3,21,.,1575,1,1,-0.37,8,0.8,5
Cc1ccc(-c2csc(-c3c[nH]c4ccccc34)n2)cc1,4,-2,21,.,1328,0.9,1,.,-3,0.8,-3
